SKN-1 block: C. elegans SKN-1 inhibition; C. elegans VP596 Pgst-4::GFP/RFP ratio, acrylamide-induced, 24 h; inhibition, % at 21.8 µM; 0.49% of 360,000 active; AID 624304;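 active = interference check ratio from 0.5 to 1.5 plus GFP to RFP signal ratio inhibition reaching or exceeding a fixed threshold, cut at about 30% in these data, passing the limit was not always enough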; also: some compounds called inactive have numbers as strong as hits
MT1-MMP act inh: MT1-MMP (human) activation inhibition. HT1080 RFP-PRO-GFP cells, GFP/RFP ratio fluorescence, overnight; percent of plate control window, DMSO zero. GFP/RFP ratio change, % at 20 µM. 0.061% of 360,000 active. AID 651647;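 active = GFP/RFP ratio change of at least 30% with cell ATP level not reduced by more than half and red fluorescence within 50% of control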; also: strong numbers were not always called active
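Read-out: GFP/RFP fluorescence ratio; Test system: RFP-PRO-GFP reporter HT1080 cells; Compound dosing: single-point 20 µM compound, 1% DMSO; Times: overnight compound exposure at 37 °C.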
MsrA act: activates bovine MsrA enzyme; purified bovine MsrA, absorbance read-out; activation, % at 10.6 µM; 0.3% of 360,000 active; AID 602163; in the data active = activation above about 7.5%;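 also: 0% = vehicle and 100% = reference activator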
Rin1 Abl inh: human Rin1-Abl interaction inhibition. P00519+Q13671. inhibition, % at 7.35 µM. TR-FRET Rin1/Abl binding, biochemical. 0.4% of 360,000 active; in the data active = inhibition above about 5%, passing the limit was not always enough
FAS-TE inh: FAS thioesterase (human) inhibition; 0.67% of 360,000 active; P49327; recombinant FAS-TE, OMFH fluorogenic substrate, fluorescence endpoint; inhibition, % at 15 µM;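 active = compounds whose normalised, plate-corrected inhibition of enzyme fluorescence in the single-dose primary screen is 50% or more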;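 also: 0% = DMSO with enzyme and 100% = substrate without enzyme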
E coli Lon inh: inhibits E. coli Lon protease; P0A9M0; purified E. coli Lon protease, fluorescence polarization; inhibition, % at 7.94 µM; 0.42% of 360,000 active; AID 602123; in the data active = inhibition above about 13%, passing the limit was not always enough;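 also: 0% = enzyme with probe and DMSO and 100% = no enzyme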
Target sequence (P0A9M0 whole entry, looked up): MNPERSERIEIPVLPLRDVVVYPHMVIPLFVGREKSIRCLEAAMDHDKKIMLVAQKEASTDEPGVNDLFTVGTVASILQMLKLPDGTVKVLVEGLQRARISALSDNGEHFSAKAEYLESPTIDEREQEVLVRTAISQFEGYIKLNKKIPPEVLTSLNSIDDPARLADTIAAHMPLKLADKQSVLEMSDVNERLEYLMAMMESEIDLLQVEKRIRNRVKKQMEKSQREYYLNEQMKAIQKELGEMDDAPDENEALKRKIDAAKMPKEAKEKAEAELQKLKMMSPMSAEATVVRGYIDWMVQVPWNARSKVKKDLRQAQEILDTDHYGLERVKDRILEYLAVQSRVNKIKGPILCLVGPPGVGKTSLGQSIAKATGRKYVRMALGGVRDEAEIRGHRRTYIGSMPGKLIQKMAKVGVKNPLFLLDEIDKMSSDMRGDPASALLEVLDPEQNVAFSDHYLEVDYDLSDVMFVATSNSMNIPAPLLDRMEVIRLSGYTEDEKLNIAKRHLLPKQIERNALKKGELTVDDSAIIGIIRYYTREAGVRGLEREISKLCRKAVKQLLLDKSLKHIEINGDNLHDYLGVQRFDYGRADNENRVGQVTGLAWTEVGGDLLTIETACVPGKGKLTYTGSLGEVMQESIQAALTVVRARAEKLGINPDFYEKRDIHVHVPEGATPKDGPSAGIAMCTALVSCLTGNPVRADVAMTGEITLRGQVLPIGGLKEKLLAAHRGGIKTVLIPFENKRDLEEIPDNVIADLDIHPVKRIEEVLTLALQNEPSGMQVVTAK
NRP1-CendR mod: modulators of CendR peptide binding to human neuropilin-1. 0.85% of 360,000 active. inhibition, % at 25 µM. O14786. FAM-RPARPAR peptide binding to NRP-1, fluorescence polarization;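 active = inhibition or corrected inhibition above about 18%, plus a signal ratio from 0.5 to 1.5, limit read from the data, passing the limit was not always enough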; also: strong numbers were not always called active
Neddylation inh: cullin neddylation inhibition. AID 651699. calls only at 25 µM. 0.58% of 360,000 active. TR-FRET cullin neddylation, biochemical; in the data active = inhibition above about 36%
MLLE-PAM2 inh: inhibitors of microRNA-mediated deadenylation, human PABP1 MLLE binding | 0.36% of 360,000 active | inhibition, % at 20 µM | AID 588489 | P11940 | GST-MLLE / FITC-PAM2 fluorescence polarization; in the data active = inhibition above about 35%, passing the limit was not always enough;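 also: plate controls were DMSO wells with GST-MLLE for no effect and wells lacking GST-MLLE protein for full effect; some results filed as inactive read as strong as hits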
The depositor's hits bear a star; i = inactive; . = not tested or not shown.

SMILES | SKN-1 block | MT1-MMP act inh | MsrA act | Rin1 Abl inh | FAS-TE inh | E coli Lon inh | NRP1-CendR mod | Neddylation inh | MLLE-PAM2 inh
CCCCC(=O)OCC(=O)Nc1ccc(SC(F)F)cc1 | 15 | 1 | 1 | 0 | 9 | 7 | -12 | i | 2
Fc1ccc(NC(=S)Nc2cccnc2)cc1Cl | -12 | 1 | -4 | 3 | 7 | 2 | 0 | i | 34
CCOc1cc(S(=O)(=O)n2ccnc2)ccc1Cl | 2 | -4 | -6 | 4 | 0 | 5 | 14 | i | 4
CC[C@@H]1CC2=C(C(=O)OC(C)(C)O2)[C@H](c2ccc(Cl)cc2)O1 | 4 | 2 | -3 | 5 | 7 | -3 | -1 | i | -7
Cc1ccc2cc(CN(CC3CCCO3)C(=S)Nc3ccccc3)c(=O)[nH]c2c1C (centres undefined) | 10 | -7 | -2 | 0 | 42 | -1 | -15 | i | -98
Cc1cccc(C)c1Oc1nc(-c2ccccc2)ncc1S(=O)(=O)c1ccccc1 | 4 | -9 | -2 | 0 | 13 | -2 | -1 | i | 4
S=c1[nH]nc(-c2cccnc2)n1C1CCCCC1 | -12 | 1 | -9 | -1 | -10 | 3 | 16 | i | 21
Cc1cc(C)nc(NC(N)=S)n1 | 0 | 3 | -2 | 2 | -5 | -4 | 7 | i | -78
COc1ccc(Cl)cc1NC(=O)CC(=O)Nc1cc(Cl)ccc1OC | 20 | -6 | -5 | -6 | 7 | -15 | 4 | i | -11
CC(=O)Nc1cc(NC(C)=O)c2nc(N)sc2c1 | 9 | -1 | -2 | 3 | -6 | -1 | -4 | i | -14
CCN1CCN(c2c(S(=O)(=O)c3ccc(C)c(C)c3)cnc3ccc(F)cc23)CC1 | 11 | -9 | -1 | 0 | 49 | 5 | 17 | i | 2
Cc1ccc(C(=O)NC2=NCCS2)cc1Cl | 20 | 1 | -2 | -1 | -4 | 2 | 11 | i | 3
CCCN1C2CCCC1CC(NC(=O)c1cc(OC)c(OC)c(OC)c1)C2 (centres undefined) | -15 | -3 | -4 | 2 | -4 | 2 | -9 | i | -7
Cc1c(N2C(=O)CS/C2=N\N=C\c2ccc(Cl)cc2)c(=O)n(-c2ccccc2)n1C | -6 | -2 | -3 | 0 | -4 | 3 | -6 | i | -3
Cc1ccc2nc(-c3ccc(NC(=S)NC(=O)CC(C)C)cc3)sc2c1 | -18 | 8 | -7 | 3 | 0 | 5 | -12 | i | 27
Cn1c(NCc2ccccc2F)nc2cc(-c3ccsc3)sc2c1=O | 5 | 1 | -2 | -3 | 19 | -12 | 3 | i | -12
O=C(O)C1C2C=CC(C2)C1C(=O)Nc1nccs1 (centres undefined) | 2 | 6 | -1 | 0 | -5 | 3 | 13 | i | -10
CCOc1ccc2nc(N/C(N)=N/C(=S)Nc3ccc(C)c(C)c3)nc(C)c2c1 | -3 | -3 | -9 | -1 | 50 | 3 | -5 | i | 10
CCOc1ccc2[nH]c(=O)c(CN(Cc3ccco3)C(=O)c3ccc(Br)cc3)cc2c1 | -7 | -10 | 0 | -1 | 8 | 1 | -10 | i | 10
O=S(=O)(NNc1ccc(Cl)nn1)c1ccc(F)cc1 | -1 | 1 | -3 | 1 | -12 | -14 | -1 | i | -18
CCOC(=O)c1sc(NC(=O)C2CCCCC2)nc1C | 2 | -4 | -3 | 2 | 7 | 0 | 12 | i | 8
CC1CCN(C(=O)CSc2nnc(CNC(=O)c3ccc(F)cc3)o2)CC1 | 4 | -3 | -2 | -1 | -2 | -1 | 8 | i | 4
O=C(Cn1cnc2ccccc21)N/N=C/c1cccnc1 | 5 | 4 | -3 | -3 | -2 | 8 | 2 | i | 9
O=S(=O)(c1cccc(Cn2nnc(-c3ccc(F)cc3)n2)c1)N1CCOCC1 | 9 | 2 | -4 | 0 | 24 | 4 | -8 | i | -5
COc1ccc(-c2cc(C(=O)NC3CCCC3)no2)cc1 | 5 | 2 | -4 | 0 | -1 | -5 | -2 | i | -1
COc1ccc(N2CCc3c(C)nc4c(OC)cccc4c32)cc1 | 6 | -12 | -4 | -13 | 1 | -16 | -15 | i | -8
CCNc1nc(C)c2cc(Br)c(=O)n(CC)c2n1 | 6 | 3 | -1 | 0 | 4 | 2 | -3 | i | 1
O=C(N/N=C/c1ccccc1OC(=O)c1ccc2c(c1)OCO2)c1cccc(F)c1 | 12 | -3 | -3 | -6 | -6 | 0 | 2 | i | -6
COc1ccccc1CN1CC(C(=O)NCc2cccnc2)CC1=O (centres undefined) | 7 | 1 | -1 | 1 | -5 | 4 | 4 | i | 18
COc1ccc(Cn2c(=S)[nH]c3ccccc3c2=O)cc1 | 4 | 0 | 2 | -1 | 1 | -1 | 6 | i | -103
Oc1[nH]c2ccc(Br)cc2c1N=Nc1ccc(C(F)(F)F)cn1 | 9 | -2 | -6 | 5 | 13 | -8 | -14 | i | -11
COc1cc(/C=C(\C#N)c2nc3ccccc3[nH]2)cc(Br)c1OCc1ccccc1 | 5 | -18 | -4 | -2 | 15 | -26 | -29 | . | -17
CC1(c2nnnn2-c2ccc3c(c2)OCCO3)CCC(=O)N1Cc1ccc(F)cc1 (centres undefined) | -1 | 0 | -2 | . | -13 | -3 | 15 | i | .
Cc1ccc(NS(=O)(=O)c2ccccc2Cl)c2c1CC(C)(C)O2 | 11 | 0 | -4 | 0 | 6 | 8 | 6 | i | -2
NC(Cc1ccc(F)cc1)c1csc(Nc2ccc(C(F)(F)F)cn2)n1 (centres undefined) | 4 | -3 | 2 | 2 | 1 | 3 | 15 | i | -2
CCOC(=O)NNC(=O)C1CCC(C)CC1 (centres undefined) | 4 | -2 | 2 | 3 | -4 | 1 | -6 | i | -9
CC(C)c1c(C(=O)N/N=C/c2ccc(OCc3ccccc3)cc2)nnn1-c1nonc1N | 15 | 1 | -1 | -1 | 13 | 3 | 18 | . | -8
C=Cn1c(C(=O)O)ccc1-c1ccc(OC)cc1 | 7 | 0 | -4 | -1 | -4 | -6 | -8 | i | -9
CN(C)Cc1c(C(=O)N/N=C/C=C/c2ccccc2)nnn1-c1nonc1N | 15 | -1 | -3 | -4 | -4 | -1 | 9 | i | 2
CCO[C@@H]1OC(C(=O)N2CCN(Cc3ccccc3)CC2)=C[C@H](c2ccc(Br)cc2)[C@H]1CCCO | -18 | 0 | 0 | 3 | 16 | -9 | 2 | i | 6
CCN(CC)S(=O)(=O)c1cccc(NC(=O)COC(=O)CNC(=O)c2cccc(F)c2)c1 | 3 | 7 | -6 | -3 | -5 | 2 | -24 | i | 0
Cc1nc(CNS(=O)(=O)c2ccccc2F)cs1 | 1 | 1 | -3 | 1 | -6 | -6 | 6 | i | 16
N#Cc1ccsc1NC(=O)CCN1C(=O)C2CCCCC2C1=O (centres undefined) | -8 | -2 | -4 | 5 | -8 | -10 | 15 | i | 1
COc1ccc(CNC(=O)CCC(=O)Nc2ccc(Cl)cc2)cc1 | 4 | -6 | -1 | 0 | 0 | 1 | -2 | i | 14
CCn1cc(S(=O)(=O)CC(=O)Nc2cccc(C)c2)c2ccccc21 | 0 | 4 | 1 | -2 | -4 | -16 | -3 | i | 8
COc1cccc(NC(=O)CCc2c(C)nn(-c3ccc(N4CCOCC4)nn3)c2C)c1 | 14 | 0 | 0 | 4 | -5 | 4 | 11 | i | -2
O=C(Nc1ccc(-c2nc3cccnc3s2)cc1)c1ccco1 | 46* | -1 | -11 | -3 | 0 | -7 | -10 | i | -3
Cc1c(NC(=O)CCCOc2ccccc2)cccc1[N+](=O)[O-] | -5 | -2 | -1 | 1 | 16 | -1 | 3 | i | 1
CCN(CC)S(=O)(=O)N1CCC(C(=O)NC2CCCC2)CC1 | 5 | -4 | -6 | 2 | -5 | 7 | 8 | i | 7
O=[N+]([O-])c1ccc(CSc2ccc(S(=O)(=O)N3CCCCC3)cn2)cc1 | 4 | -8 | -3 | 1 | 43 | -12 | 8 | i | 28

Remaining list, next part
SMILES | SKN-1 block | MT1-MMP act inh | MsrA act | Rin1 Abl inh | FAS-TE inh | E coli Lon inh | NRP1-CendR mod | Neddylation inh | MLLE-PAM2 inh
COc1cc(CN2CCNC(=O)C2CC(=O)NCCCC2CCCC2)cc(OC)c1 (centres undefined) | 0 | -7 | -9 | -2 | 4 | 7 | 4 | i | 12
CC(O)(c1cccc(F)c1)c1nc(-c2ccc3ccccc3c2)cs1 (centres undefined) | 22 | 4 | 0 | 3 | 24 | 16 | -12 | i | -5
Cn1cc(C(=O)c2ccc(Cl)cc2Cl)cc1C(=O)N/N=C(\N)COc1ccccc1 | -8 | -8 | -7 | 4 | 2 | -1 | 36* | i | 12
C/C(=N/NC(=O)c1ccc(Br)s1)c1ccncc1 | -1 | -10 | -5 | 1 | -2 | -9 | -4 | i | 3
CCCN(CCC)C(=S)NC1CC2C=CC1C2 (centres undefined) | 13 | -1 | -3 | -4 | 0 | -4 | 2 | i | -135
CCN(CC)CCNc1ncnc2c1sc1nc(N3CCOCC3)c3c(c12)CC(C)(C)SC3 | -29 | -4 | -10 | 18* | 9 | -2 | -4 | i | 0
CC(C)Cn1c(-c2ccc(Br)o2)n[nH]c1=S | 2 | 2 | 2 | 0 | 3 | 3 | -8 | i | 4
CCN(CC)S(=O)(=O)c1ccc(OCC(=O)NC(=O)c2ccccc2OC)c([N+](=O)[O-])c1 | 6 | 1 | -1 | -1 | -1 | 6 | 9 | i | -8
Cn1c(=O)c(-c2cc(Br)ccc2N)nc2ccccc21 | 29 | -4 | -3 | -9 | 2 | 5 | -3 | i | 6
COc1ccc(NC(=O)C[C@H]2C(=O)N(c3ccc(OC)cc3)C[C@@H]2c2ccc(Br)cc2)cc1 | 5 | 3 | -2 | 0 | 18 | -6 | -11 | i | 4

Of the compounds above, 4 have a thiophene ring, fused or not.
SMILES | SKN-1 block | MT1-MMP act inh | MsrA act | Rin1 Abl inh | FAS-TE inh | E coli Lon inh | NRP1-CendR mod | Neddylation inh | MLLE-PAM2 inh
Cn1c(NCc2ccccc2F)nc2cc(-c3ccsc3)sc2c1=O | 5 | 1 | -2 | -3 | 19 | -12 | 3 | i | -12
N#Cc1ccsc1NC(=O)CCN1C(=O)C2CCCCC2C1=O (centres undefined) | -8 | -2 | -4 | 5 | -8 | -10 | 15 | i | 1
C/C(=N/NC(=O)c1ccc(Br)s1)c1ccncc1 | -1 | -10 | -5 | 1 | -2 | -9 | -4 | i | 3
CCN(CC)CCNc1ncnc2c1sc1nc(N3CCOCC3)c3c(c12)CC(C)(C)SC3 | -29 | -4 | -10 | 18* | 9 | -2 | -4 | i | 0

Further records follow:
SMILES | SKN-1 block | MT1-MMP act inh | MsrA act | Rin1 Abl inh | FAS-TE inh | E coli Lon inh | NRP1-CendR mod | Neddylation inh | MLLE-PAM2 inh
COc1ccc(CC2SC(=Nc3ccc(F)cc3)NC2=O)cc1 (centres undefined) | -2 | -1 | -3 | 2 | -3 | -12 | 9 | i | -14
CC(C)Cn1ccc(=O)n(CC(C)C)c1=O | 10 | -5 | -7 | -2 | -7 | 14 | -10 | i | -2
COc1ccccc1OC(=O)CCN1c2ccccc2Sc2ccccc21 | 5 | -1 | 2 | 3 | 24 | -8 | -15 | i | 0
CC[C@@]1(C(=O)OC)N[C@H](CN(C)C(=O)c2ccc(F)cc2)[C@@H]2C(=O)N(Cc3ccccc3)C(=O)[C@@H]21 | 5 | 3 | -1 | -3 | -8 | 4 | 2 | i | -6
CCOC(=O)[C@]12CCCC=C1N(Cc1ccc3c(c1)OCO3)C(=O)[C@H](CC(=O)N1CCCCC1)C2 | 24 | 0 | -2 | . | -3 | 6 | 10 | i | .
Cc1nnc2ccc(-c3cccc(NC(=O)c4ccc(Br)o4)c3)nn12 | 1 | 11 | -1 | -3 | -3 | -1 | -2 | i | 12
COc1ccc2c(c1)C(=O)N(c1ccccc1)C(=O)C2 | 1 | -4 | 0 | 3 | -12 | -5 | 3 | i | 9
Cc1cc(=O)oc(C)c1C(=O)NNC(=O)C1(C)CC1Br (centres undefined) | -11 | 2 | -13 | 3 | -7 | 13 | -12 | i | -1
O=C(CN1C(=O)CSc2ccc(S(=O)(=O)N3CCCCC3)cc21)NCc1cccnc1 | 10 | 0 | -2 | 6 | -3 | -1 | -11 | i | 5

Screening results: PubChem, several laboratories
